Mcl1-Bid inh = Mcl-1/Bid interaction inhibition; Q07820; TR-FRET Mcl-1/Bid-Dy647 peptide binding, 1536-well; inhibition, % at 21.7 µM; hit rate 0.97% among 220,000; AID 1021;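 active = compounds that cut the binding signal by more than half at the single screening dose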;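 also: His-tagged Mcl-1 with europium anti-His antibody binding Bid BH3 peptide; 0% = Mcl-1 plus peptide wells and 100% = peptide-only wells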
Target sequence (Q07820 whole entry, looked up): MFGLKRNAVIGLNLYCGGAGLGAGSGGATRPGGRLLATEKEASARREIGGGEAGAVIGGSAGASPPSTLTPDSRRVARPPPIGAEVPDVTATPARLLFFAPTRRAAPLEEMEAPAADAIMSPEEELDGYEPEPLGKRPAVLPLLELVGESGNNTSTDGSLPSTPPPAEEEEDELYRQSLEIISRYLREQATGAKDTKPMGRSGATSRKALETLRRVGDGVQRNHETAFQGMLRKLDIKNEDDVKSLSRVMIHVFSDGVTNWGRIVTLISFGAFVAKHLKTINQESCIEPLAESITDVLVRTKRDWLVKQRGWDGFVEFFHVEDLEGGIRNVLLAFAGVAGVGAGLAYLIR
RGS8-Gao reg = modulates binding of RGS8 to human Galphao. multiplexed bead flow cytometry; actives lie on both sides. response (percent of control binding), % at 10 µM. hit rate 0.34% among 220,000. AID 1423; in the data active = response below about 60% or above about 140%; inactive = in between;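 also: Galphao activated as the GDP aluminium fluoride complex binding bead-coupled RGS8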
Target sequence (P09471 whole entry, looked up): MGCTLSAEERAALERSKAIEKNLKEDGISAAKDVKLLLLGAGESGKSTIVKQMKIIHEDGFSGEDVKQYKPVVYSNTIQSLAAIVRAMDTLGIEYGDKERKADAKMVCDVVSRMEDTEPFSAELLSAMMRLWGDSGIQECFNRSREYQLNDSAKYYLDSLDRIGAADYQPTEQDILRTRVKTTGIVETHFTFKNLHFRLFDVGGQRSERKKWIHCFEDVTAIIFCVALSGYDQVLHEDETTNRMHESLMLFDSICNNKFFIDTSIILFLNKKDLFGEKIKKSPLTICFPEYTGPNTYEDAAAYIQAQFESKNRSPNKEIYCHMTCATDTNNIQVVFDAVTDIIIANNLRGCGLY
Mcl1-Noxa inh = disrupts binding of human Mcl-1 to Noxa peptide; inhibition, % at 21.7 µM; hit rate 1.5% among 220,000; TR-FRET Mcl-1/Noxa peptide binding, 2 h;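 active = compounds that cut the protein-peptide binding signal by more than 50% relative to plate controls in a single-dose test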;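 also: His-tagged Mcl-1 with rhodamine Noxa BH3 peptide and terbium anti-His antibody; 0% = Mcl-1 plus Noxa peptide wells and 100% = peptide-only wells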
* hit, by the source's call. Some of the compounds tested, so the mix of outcomes need not match the whole.

For CCOc1cccc(/C=C2\NC(=S)N(c3ccccc3)C2=O)c1O the results were Mcl1-Bid inh -31.1, RGS8-Gao reg 91.9 and Mcl1-Noxa inh 27.7.
For C[C@H](NC(=O)c1[nH]cnc1C(=O)Nc1ccc(Cl)cc1)C(=O)OC(C)(C)C the results were Mcl1-Bid inh 22.8, RGS8-Gao reg 103.7 and Mcl1-Noxa inh 16.6.
`Cc1csc(NC(=O)c2ccc(C(=O)Nc3nc(C)cs3)cc2)n1` gave Mcl1-Bid inh -10.4, RGS8-Gao reg 101.4 and Mcl1-Noxa inh 11.3.
Screening COc1ccc(C[C@@H]2CN3C(=NC[C@@H]3Cc3ccc(O)cc3)N2C[C@H](C)NC(=O)CCC2CCCCC2)cc1 returned Mcl1-Bid inh -48.2, RGS8-Gao reg 99.3 and Mcl1-Noxa inh 14.7.
For O=C(O)c1cc(O)ccc1N=Nc1ccccc1 the results were Mcl1-Bid inh -45.6, RGS8-Gao reg 100.5 and Mcl1-Noxa inh 5.0.
CCCCNC(=O)Oc1c(Br)cc2sc(=O)oc2c1Br was read as Mcl1-Bid inh -23.7, RGS8-Gao reg 98.3 and Mcl1-Noxa inh 51.8*.
`Cc1cc2c([nH]c3ccccc32)c2c1OC(C)(C)C=C2` gave Mcl1-Bid inh -60.4, RGS8-Gao reg 103.3 and Mcl1-Noxa inh 42.2.
Screening CCC(CC)NCCOC(=O)c1ccc([N+](=O)[O-])cc1 returned Mcl1-Bid inh -2.6, RGS8-Gao reg 99.9 and Mcl1-Noxa inh 3.1.
For COc1cccc(-c2nnc(N)o2)c1 the results were Mcl1-Bid inh -2.5, RGS8-Gao reg 90.8 and Mcl1-Noxa inh 10.2.
`Cc1c(O)ccc2c(O)c(NC(=O)c3ccc4c(c3)CCC(C)(C)O4)c(=O)oc12` gave Mcl1-Bid inh -26.6, RGS8-Gao reg 99.4 and Mcl1-Noxa inh 15.4.
CC(C)C[C@H](NC(=O)c1nc[nH]c1C(=O)N[C@@H](CCCCNC(=O)OC(C)(C)C)C(=O)OC(C)(C)C)C(=O)OC(C)(C)C was read as Mcl1-Bid inh -57.7, RGS8-Gao reg 98.9 and Mcl1-Noxa inh -93.5.
CC1=NN(c2ccccc2)C(=O)C1C=Nc1ccccc1O (stereo unspecified) was read as Mcl1-Bid inh -61.4, RGS8-Gao reg 98.7 and Mcl1-Noxa inh 8.8.
For O=C(CCC(=O)N1CCN(c2ccc(O)cc2)CC1)c1ccc(Br)cc1 the results were Mcl1-Bid inh -36.3, RGS8-Gao reg 97.6 and Mcl1-Noxa inh 24.7.
Screening NC1=NC[C@H](c2ccccc2)N1CCc1cc(C(F)(F)F)cc(C(F)(F)F)c1 returned Mcl1-Bid inh 9.0, RGS8-Gao reg 98.2 and Mcl1-Noxa inh 4.4.
`C=CCN1c2ccccc2[C@]23C[C@@H](C(=O)OC)N(C(C)=O)C2=NC(C(=O)OC)=C(C(=O)OC)[C@H]13` gave Mcl1-Bid inh -67.9, RGS8-Gao reg 99.8 and Mcl1-Noxa inh -8.0.
Cc1cc(O)c(-c2cc(O)c(C)cc2O)cc1O was read as Mcl1-Bid inh -119.6, RGS8-Gao reg 75.9 and Mcl1-Noxa inh 25.6.
CC(C)=CCCC1(C)C=Cc2c(c(C)cc3c2[nH]c2cc(O)ccc23)O1 (stereo unspecified) was read as Mcl1-Bid inh -96.9, RGS8-Gao reg 103.5 and Mcl1-Noxa inh 13.8.
O=c1[nH]cc(O)c(=O)[nH]1 was read as Mcl1-Bid inh -39.6, RGS8-Gao reg 104.1 and Mcl1-Noxa inh -1.5.
`C=C(C)CSc1nc2c(c(=O)[nH]c(=O)n2C)n1Cc1ccccc1` gave Mcl1-Bid inh -44.2, RGS8-Gao reg 100.5 and Mcl1-Noxa inh 1.3.
For C=C(C)C1CCC2(C(=O)O)CCC3(C)C(CCC4C5(C)C(C=O)C(O)C(C)(C)C5CCC43C)C12 (stereo unspecified) the results were Mcl1-Bid inh 17.7, RGS8-Gao reg 100.7 and Mcl1-Noxa inh 25.9.
`O=C(CSc1nnc(-c2ccncc2)n1CCc1ccccc1)N1CCCC1` gave Mcl1-Bid inh -14.7, RGS8-Gao reg 96.8 and Mcl1-Noxa inh 7.8.
O=C(NCC1CC1)c1ccc2c3n(nc2c1)-c1ccccc1CO3 was read as Mcl1-Bid inh -33.0, RGS8-Gao reg 100.4 and Mcl1-Noxa inh 5.4.
`CC(=O)Nc1ccc2cc3ccc(NC(C)=O)cc3nc2c1` gave Mcl1-Bid inh 0.6, RGS8-Gao reg 87.0 and Mcl1-Noxa inh 58.5*.
Screening COc1ccc(-c2oc3cc(O)c(OC)c(O)c3c(=O)c2OC)cc1 returned Mcl1-Bid inh -72.4, RGS8-Gao reg 105.7 and Mcl1-Noxa inh 1.5.
Screening CCOC(=O)N1CCN(Cc2c(O)ccc3ccccc23)CC1 returned Mcl1-Bid inh -41.6, RGS8-Gao reg 105.1 and Mcl1-Noxa inh 19.5.
CCC(C)[C@H]1CNC(=S)N1CCC12CC3CC(CC(C3)C1)C2 (stereo partly specified) was read as Mcl1-Bid inh -54.6, RGS8-Gao reg 102.9 and Mcl1-Noxa inh 11.9.
For N#Cc1ccc(/C=C/C(=O)c2ccccc2)cc1 the results were Mcl1-Bid inh 8.2, RGS8-Gao reg 93.7 and Mcl1-Noxa inh 1.5.
`CC(C)(C)OC(=O)CNC(=O)c1nc[nH]c1C(=O)NCC(=O)OC(C)(C)C` gave Mcl1-Bid inh -34.6, RGS8-Gao reg 101.1 and Mcl1-Noxa inh 1.8.
For Cc1ccc2nc(NC(=O)C3CCCN(S(=O)(=O)c4cccc5nonc45)C3)sc2c1 (stereo unspecified) the results were Mcl1-Bid inh -64.2, RGS8-Gao reg 100.2 and Mcl1-Noxa inh 5.9.
For COC(=O)c1ccc(CN2[C@H](C(=O)OC)C[C@@]3(O)[C@@H](O)[C@@H](O)[C@@H](O)C[C@@H]23)cc1 the results were Mcl1-Bid inh -34.4, RGS8-Gao reg 103.0 and Mcl1-Noxa inh -9.4.
CCC1=C(OC(=O)N(CC)CC)N2C(=O)OC(=NCC3CC3)[C@]2(Cc2ccccc2)[C@H]2C1=CC[C@H]1C(=O)N(CC)C(=O)[C@H]12 was read as Mcl1-Bid inh -29.3, RGS8-Gao reg 101.3 and Mcl1-Noxa inh -16.5.
C[C@@H]1CC=C[C@H]2[C@H]1C(=O)N(Cc1ccccc1)[C@H]2c1ccc(-c2ccoc2)cc1F was read as Mcl1-Bid inh -30.9, RGS8-Gao reg 100.1 and Mcl1-Noxa inh -9.8.
Screening CC1=CC(C)(C)Nc2ccc(Cc3ccc4c(c3)C(C)=CC(C)(C)N4)cc21 returned Mcl1-Bid inh 12.3, RGS8-Gao reg 99.4 and Mcl1-Noxa inh 34.6.
For Cc1ccc2c(c1)COc1c3ccc(C(=O)N4CCOCC4)cc3nn1-2 the results were Mcl1-Bid inh -49.5, RGS8-Gao reg 101.1 and Mcl1-Noxa inh -5.6.
`CCCCOc1ccc(N=Nc2ccc(N)nc2N)cn1` gave Mcl1-Bid inh -53.6, RGS8-Gao reg 101.4 and Mcl1-Noxa inh 20.9.
For NC(N)=NC(=S)Nc1ccc(Cl)cc1 the results were Mcl1-Bid inh -154.2, RGS8-Gao reg 98.8 and Mcl1-Noxa inh 5.6.
Screening NC(=O)CCC(C(=O)O)N1C(=O)c2ccc(O)cc2C1=O (stereo unspecified) returned Mcl1-Bid inh -35.0, RGS8-Gao reg 99.5 and Mcl1-Noxa inh 5.7.
Screening O=C1C(Cl)=C(N2CCC(C(=O)O)CC2)C(=O)c2ccccc21 returned Mcl1-Bid inh -14.1, RGS8-Gao reg 91.9 and Mcl1-Noxa inh 52.2*.
NS(=O)(=O)c1ccc(N=Nc2ccc(=O)[nH]c2O)cc1 was read as Mcl1-Bid inh -40.6, RGS8-Gao reg 86.8 and Mcl1-Noxa inh 62.6*.
`C=C(C)C(=O)Nc1cccc(C2=NOC3(C2)C[C@@H](C(N)=O)N(C(=O)c2ccc(OC)cc2)C3)c1` (stereo partly specified) gave Mcl1-Bid inh -130.3, RGS8-Gao reg 90.7 and Mcl1-Noxa inh 69.3*.

Part of the list above in order of heavy-atom count, descending.
For COC(=O)c1ccc(CN2[C@H](C(=O)OC)C[C@@]3(O)[C@@H](O)[C@@H](O)[C@@H](O)C[C@@H]23)cc1 the results were Mcl1-Bid inh -34.4, RGS8-Gao reg 103.0 and Mcl1-Noxa inh -9.4.
For Cc1ccc2c(c1)COc1c3ccc(C(=O)N4CCOCC4)cc3nn1-2 the results were Mcl1-Bid inh -49.5, RGS8-Gao reg 101.1 and Mcl1-Noxa inh -5.6.
`CCCCOc1ccc(N=Nc2ccc(N)nc2N)cn1` gave Mcl1-Bid inh -53.6, RGS8-Gao reg 101.4 and Mcl1-Noxa inh 20.9.

Following part.
`COC(=O)C1=C(C(=O)OC)[C@@H]2N(C)c3ccc(OC)cc3[C@@]23C[C@@H](C(=O)OC)N(C(=O)c2ccc(Br)cc2)C3=N1` gave Mcl1-Bid inh -126.3, RGS8-Gao reg 102.3 and Mcl1-Noxa inh 7.3.
For COc1cc2oc(-c3ccc(O)cc3)cc(=O)c2c(OC)c1O the results were Mcl1-Bid inh -105.2, RGS8-Gao reg 96.3 and Mcl1-Noxa inh 39.0.
COC(=O)c1ccc(=O)c2nc3/c(=C/O)c(O)cc(=O)c3[nH]c12 was read as Mcl1-Bid inh 75.4*, RGS8-Gao reg 92.9 and Mcl1-Noxa inh 98.4*.
`COc1ccc(NC(=O)CCl)cn1` gave Mcl1-Bid inh -33.2, RGS8-Gao reg 104.2 and Mcl1-Noxa inh 15.1.
`Cc1ccc(C2=Nc3ccccc3SC(c3cccc([N+](=O)[O-])c3)C2)cc1` (stereo unspecified) gave Mcl1-Bid inh -29.6, RGS8-Gao reg 102.3 and Mcl1-Noxa inh -6.1.
For CCCNC(=O)c1ccc2c(=O)c(O)c(-c3ccc(OC)cc3)[nH]c2c1 the results were Mcl1-Bid inh -94.0, RGS8-Gao reg 102.9 and Mcl1-Noxa inh -67.2.
COc1cc(CCCN2C(=S)NC[C@@H]2CC2CCCCC2)cc(OC)c1OC was read as Mcl1-Bid inh -63.0, RGS8-Gao reg 103.7 and Mcl1-Noxa inh 11.6.
For CCN(CC)C(=O)Cc1ccccc1 the results were Mcl1-Bid inh -66.5, RGS8-Gao reg 97.8 and Mcl1-Noxa inh 11.8.
For CC(=O)N1c2ccc(N=Cc3cc(Br)cc(Br)c3O)cc2CC1C (stereo unspecified) the results were Mcl1-Bid inh -69.4, RGS8-Gao reg 100.0 and Mcl1-Noxa inh 23.3.
Screening CCOC(=O)Nc1c2ccccc2nc2ccccc12 returned Mcl1-Bid inh 3.4, RGS8-Gao reg 98.8 and Mcl1-Noxa inh -2.8.
Screening CN1C(C(=O)NCc2ccc(OC(F)(F)F)cc2)CC2Cn3c(nc4cc(Cl)c(Cl)cc43)C21 (stereo unspecified) returned Mcl1-Bid inh 2.2, RGS8-Gao reg 101.2 and Mcl1-Noxa inh 2.4.
Screening Cn1ncc2c(Nc3ccc([N+](=O)[O-])cc3)nc(Cl)nc21 returned Mcl1-Bid inh 15.2, RGS8-Gao reg 110.2 and Mcl1-Noxa inh 36.7.
For CCN(CC)c1ccc(/C=C/c2cc(-c3ccccc3)c3ccccc3n2)cc1 the results were Mcl1-Bid inh -1.1, RGS8-Gao reg 103.2 and Mcl1-Noxa inh 8.8.
`O=C(Cc1cccs1)Nc1ccccc1-c1nc2ccccc2[nH]1` gave Mcl1-Bid inh -30.0, RGS8-Gao reg 102.4 and Mcl1-Noxa inh -3.7.
COc1cc(CCCN2C(=O)C(=O)NC[C@@H]2Cc2ccc(O)cc2)cc(OC)c1OC was read as Mcl1-Bid inh -28.6, RGS8-Gao reg 100.4 and Mcl1-Noxa inh 11.8.
CCCCCCN(C(=O)CCCCCN1C(=O)NC(c2ccc(C3CCCCC3)cc2)C(C(=O)OCc2ccccc2)=C1C)C(C(=O)NCCCC)c1ccc(OCC(=O)OC)c(C(=O)OC)c1 (stereo unspecified) was read as Mcl1-Bid inh -9.1, RGS8-Gao reg 103.7 and Mcl1-Noxa inh -39.4.
For CCCCC1=CC2=C(c3ccco3)C(=O)C(C)(OC(=O)c3ccc(OC)cc3)C(=O)C2=CN1c1ccc(OC)cc1 (stereo unspecified) the results were Mcl1-Bid inh -106.8, RGS8-Gao reg 84.8 and Mcl1-Noxa inh 20.3.
CC1C2(C)OC(=N)C(C#N)(C(C)O2)C1(C#N)C#N (stereo unspecified) was read as Mcl1-Bid inh -50.8, RGS8-Gao reg 102.9 and Mcl1-Noxa inh 19.1.
Screening COC(=O)c1cc(C)[nH]c2c(C)cc3nc4ccccc4c3c12 returned Mcl1-Bid inh 6.2, RGS8-Gao reg 107.2 and Mcl1-Noxa inh 11.2.
For CC1CC(OC(=O)C(O)c2ccccc2)CC(C)(C)N1C (stereo unspecified) the results were Mcl1-Bid inh -30.4, RGS8-Gao reg 94.7 and Mcl1-Noxa inh 2.9.
C=CCn1c(SCC(=C)C)nc2c1c(=O)[nH]c(=O)n2C was read as Mcl1-Bid inh -38.2, RGS8-Gao reg 85.6 and Mcl1-Noxa inh 0.3.

In the list so far, two contain a furan ring, fused or not:
C[C@@H]1CC=C[C@H]2[C@H]1C(=O)N(Cc1ccccc1)[C@H]2c1ccc(-c2ccoc2)cc1F was read as Mcl1-Bid inh -30.9, RGS8-Gao reg 100.1 and Mcl1-Noxa inh -9.8.
For CCCCC1=CC2=C(c3ccco3)C(=O)C(C)(OC(=O)c3ccc(OC)cc3)C(=O)C2=CN1c1ccc(OC)cc1 (stereo unspecified) the results were Mcl1-Bid inh -106.8, RGS8-Gao reg 84.8 and Mcl1-Noxa inh 20.3.

Source: PubChem
